Screening data as filed in PubChem.
RAD52 anneal inh: blocks human RAD52 DNA annealing. actives 0.46% (n = 360,000). P43351. inhibition, % at 18.7 µM. recombinant RAD52 DNA annealing, FRET fluorescence;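 active means every replicate showing at least 50% inhibition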
Target sequence (P43351 whole entry, looked up): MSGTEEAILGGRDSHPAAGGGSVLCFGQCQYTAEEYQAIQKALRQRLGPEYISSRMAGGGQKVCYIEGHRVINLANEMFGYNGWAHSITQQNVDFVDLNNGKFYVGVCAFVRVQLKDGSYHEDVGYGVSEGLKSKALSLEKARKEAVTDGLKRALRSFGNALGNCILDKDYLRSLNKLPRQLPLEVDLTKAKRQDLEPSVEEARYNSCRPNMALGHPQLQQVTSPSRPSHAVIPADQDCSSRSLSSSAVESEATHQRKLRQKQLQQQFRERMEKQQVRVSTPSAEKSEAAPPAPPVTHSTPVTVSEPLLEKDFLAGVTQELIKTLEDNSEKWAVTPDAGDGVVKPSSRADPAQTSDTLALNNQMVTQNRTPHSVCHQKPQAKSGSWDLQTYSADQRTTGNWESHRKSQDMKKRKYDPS
XiGFP reactiv: activators of X-chromosome reactivation in mouse fibroblasts. XiGFP mouse fibroblasts, % GFP-positive cells imaging, 3 d; cells co-treated with 5-aza-dC sensitizer; scaled so ellipticine positive control = 100%. activation, % at 7.58 µM. actives 0.055% (n = 360,000). AID 743238;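 active means mean normalized replicate activation at least 10% and every replicate at or above 10%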;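 further: 0% = median of on-plate neutral control wells and 100% = ellipticine 6 µM median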
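Schedule: 3 d treatment, 15 min room-temperature fixation; system: 68-5-11 XiGFP fibroblast line; buffer or medium: DMEM plus 5-aza-dC sensitizer; control set: ellipticine 6 µM positive control; compound: one concentration, pinned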
FN deposit inh: fibronectin deposition inhibition. actives 0.086% (n = 350,000). inhibition, % at 12.6 µM. AID 743247. AH1F fibroblasts, Alexa488-fibronectin deposition fluorescence, overnight;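 active means mean inhibition across replicates of 30% or more, regardless of how many single replicates reach that level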;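 further: positive control wells lacked labelled fibronectin entirely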
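material = AH1F fibroblast monolayer depositing Alexa488-labelled fibronectin into matrix | amount = 10000 AH1F cells/well | buffer or medium = DMEM plus 2% serum, read in PBS | incubation = 1 h cell adhesion before compound, then overnight fibronectin incubation | detection = fluorescence at 485 nm excitation, 525 nm emission | evaluation = percent inhibition as loss of matrix-bound fibronectin fluorescence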
esBAF inh: SWI/SNF esBAF complex inhibition | mouse ES cells, Bmi1-luciferase knock-in reporter, 24 h; 100% = twice the neutral-well signal | reporter increase, % at 12.5 µM | actives 2% (n = 350,000) | AID 602393; in the data active means activation above about 40%;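 further: 0% = median of the plate's neutral control wells and 100% = double that signal; a rise in the Bmi1 reporter signal indicates esBAF inhibition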
S100A4 MyoIIA: blocks human S100A4 binding to myosin IIA peptide | actives 0.14% (n = 360,000) | S100A4/TAMRA-MyoIIA peptide fluorescence polarization | AID 652163 | P26447 | inhibition, % at 10.7 µM;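 active means mean inhibition of at least 70% across replicates, with every replicate also reaching that level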
Target sequence (P26447 whole entry, looked up): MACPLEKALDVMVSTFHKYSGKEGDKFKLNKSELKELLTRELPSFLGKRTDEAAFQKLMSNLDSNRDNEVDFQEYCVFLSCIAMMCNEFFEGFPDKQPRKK
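Material: S100A4 monomer protein / Buffer or medium: 50 mM HEPES pH 7.2, 10 mM CaCl2, 100 mM KCl / Times: 5 min incubation before reading / Benchmarks: neutral control DMSO, positive control TFP / Reagent: labelled myosin peptide probe, 5 nM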
E-sel inducer: E-selectin induction on HUVECs | P16581 | HUVEC E-selectin immunofluorescence imaging; normalized: neutral wells 0, TNF-alpha wells 100 | activation, % at 7.58 µM | actives 0.37% (n = 260,000);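 active means mean E-selectin-positive cell signal at least 10% of the positive control, reached in at least 60% of replicates, without over 20% cell loss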;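 further: in these data hits start at about 27%; measured in HUVEC primary endothelial cells; signal is the percent of cells scored E-selectin positive by PE staining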
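System: HUVEC, human umbilical vein endothelial cells; quantity: 3,000 cells/well; buffer or medium: EGM-2 medium, gelatin-coated wells; dosing: single-point compound dose; detection: immunofluorescence imaging; evaluation: % PE-positive cells; benchmarks: TNF-alpha, DMSO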
EWS-Fli inh: blocks EWS/Fli oncoprotein-driven transcription; A673 NR0B1-luciferase reporter, viability-normalised; inhibition, % at 12.6 µM; actives 0.67% (n = 350,000);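 active means mean inhibition of at least 50% after viability correction, with every replicate also passing that limit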;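 further: firefly luciferase signal divided by Alamar Blue viability fluorescence both relative to DMSO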
RAD54 branch: RAD54 (human) branch migration inhibition. inhibition, % at 10.4 µM. Q92698. actives 0.14% (n = 360,000). RAD54 Holliday junction branch migration, FAM/BHQ fluorescence;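 active means mean normalized replicate activity at least 40 and at least half of replicates scoring 40 or more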;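 further: 0% = median of neutral control wells and 100% = median of positive control wells; inhibitors cause a drop in the FAM fluorescence signal; in these data hits start at about 50%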
* marks the source's active call; other numbers are inactive results; x = not tested or not shown.

SMILES	RAD52 anneal inh	XiGFP reactiv	FN deposit inh	esBAF inh	S100A4 MyoIIA	E-sel inducer	EWS-Fli inh	RAD54 branch
CC(OC(=O)c1ccc(CN2CCCC2=O)cc1)C(=O)Nc1ccc(Cl)cc1 (stereo unspecified)	-11.9	0.2	3.5	-5.4	5.6	-0.2	0.1	-10.3
COc1ccc2oc(C(=O)OCC(=O)N(CC(C)C)c3c(N)n(Cc4ccccc4)c(=O)[nH]c3=O)c(C)c2c1	-44.5	-0.1	-2.2	4.1	-6.3	1.5	-2.1	2.2
CC(C)OC(=O)N(C)C[C@@H]1OCc2cn(nn2)CCCC(=O)N([C@@H](C)CO)C[C@@H]1C	1.4	-0.4	-5.5	-2.8	-1.3	0.0	3.6	6.6
S=C(Nc1ccccc1)N1CCCN1c1ccccc1	-5.9	0.0	-2.9	x	-2.4	0.4	-4.6	0.0
C/C(=N\NC(=O)c1ccccc1Br)c1ccc(N2CCOCC2)cc1	1.6	0.0	-7.8	x	-0.5	x	-3.7	x
Nc1nc2cc(Br)ccc2o1	-23.3	0.3	x	5.3	-2.6	-2.4	9.2	3.8
O/N=C1\CCCC\C1=C/c1ccccc1	x	0.4	10.5	x	x	0.6	x	1.6
CCOc1ccc(OCc2cccc(C(=O)O)c2)cc1	-7.6	x	x	-82.7	2.2	x	88.1*	-2.4
Brc1cccc(-c2nc3c4ccccc4ccn3c2CC2CCCCC2)c1	-80.8	0.7	21.5	x	-2.0	0.3	13.8	x
Cc1cc(C(=O)NC2CCCN(Cc3ccccc3F)C2)no1 (stereo unspecified)	-20.3	0.2	10.8	2.1	0.6	x	-5.6	-17.5
NC(c1ccccc1)c1csc(NC(=O)NCCc2ccccc2)n1 (stereo unspecified)	-77.9	0.0	10.5	-2.3	-3.9	0.0	6.3	-10.6
CC1(C)CC(=O)C2=C(C1)NC1=C(C(=O)c3ccccc31)C2c1ccccc1 (stereo unspecified)	-0.3	0.1	-5.0	x	-4.9	2.3	9.4	x
CC1(c2nnc(-c3cccc(Cl)c3)o2)CC(c2ccc(F)cc2)=NO1 (stereo unspecified)	15.9	-0.1	8.6	x	1.0	-0.1	-48.8	-6.5
Cc1noc(C)c1C(=O)OCC(=O)NC(=O)c1ccc(C(C)(C)C)cc1	-3.8	0.0	-41.8	10.2	-1.6	-1.1	-12.8	-12.2
O=C(NCCN1CCCCC1)c1ccc(Oc2cc(Cl)cc(Cl)c2)o1	0.3	0.1	0.0	-1.6	-22.9	-0.1	17.4	4.7
O=c1c(-c2ccccc2)c(O)c2cccc3c2n1CCC3	x	x	-5.7	1.7	8.9	x	x	-6.8
O=C(OCc1nnc(-c2ccccc2)o1)C12CC3CC(CC(Br)(C3)C1)C2	-26.8	0.0	x	x	-1.3	x	-44.2	x
CCNC(=O)[C@H]1[C@H](CO)[C@H]2Cn3c(cccc3=O)[C@H]2N1C(=O)CC1CC1	-6.0	0.1	-6.0	-6.9	21.4	0.0	4.3	3.6
CCc1ccccc1NC(=O)C1CCCN(c2nccc(C)n2)C1 (stereo unspecified)	-4.9	0.0	-0.3	-1.9	1.6	0.0	5.6	10.4
O=C(C[C@H]1C[C@H]2c3cc(NC(=O)c4ccc5c(c4)OCO5)ccc3O[C@H]2[C@@H](CO)O1)NC1CCCCC1	-1.8	0.1	x	5.8	7.3	0.3	-10.8	2.2
CC(C)C(=O)O/N=C(\N)c1ccccn1	-6.4	0.2	-2.8	x	-0.7	x	-14.3	x
CCn1ncc(Cl)c1C(=O)Nc1cc([N+](=O)[O-])ccc1OC	0.6	-0.1	11.0	-5.6	5.5	x	-2.4	-17.0
O=C(COC(=O)c1cccc(S(=O)(=O)N2CCOCC2)c1)Nc1ccc(Cl)cn1	8.7	0.0	10.9	2.6	0.9	-0.4	0.2	-2.9
NC(=O)C1(Nc2ccc(-c3ccccc3)cc2)CCCC1	-3.5	0.1	5.1	x	-6.4	-0.1	-19.4	x
O=S(=O)(c1ccccc1)N1CCC(=NO)CC1	-12.7	0.0	7.6	x	-15.4	x	-3.8	x
O=C(O)CCC(=O)c1ccc2c(c1)CCCC2	-5.6	0.0	4.7	-7.5	-4.4	1.4	5.9	5.7
COc1ccc(CNS(=O)(=O)c2ccc(F)c(C(=O)Nc3ccccc3OC)c2)cc1	-14.4	0.0	9.1	x	-6.3	2.2	4.3	x
Cc1noc(C)c1NC(=O)Nc1ccc2c(c1)C(=O)N(C)[C@@H]1CC[C@H](CC(=O)N(C)C)O[C@@H]1CO2	-4.3	0.5	-30.4	-5.9	4.7	-0.1	3.7	1.2
C/C(Cl)=C/Cc1c(C)[nH]c2c(ccc3ccccc32)c1=O	-15.4	0.2	10.2	-1.6	-1.7	0.4	-25.3	-15.1
COc1cccc(S(=O)(=O)N2CC[C@@H]3[C@H](CO)Nc4ccc(C5=CCCCC5)cc4[C@@H]32)c1	-14.6	0.2	13.8	3.6	-2.7	-0.2	-0.9	6.6
NC(=S)N/N=C1/CCSc2ccc3ccccc3c21	-0.3	0.0	-9.7	x	8.3	-4.4	35.3	x
N#CCC(=O)Nc1ccc(C(=O)OCC(=O)Nc2ccc3ccccc3c2)cc1	-29.4	0.0	-5.6	30.6	-2.1	x	-7.4	x
C=CCc1ccccc1OCC(=O)N/N=C/c1ccc(OC(C)=O)cc1OC(C)=O	x	0.1	22.1	x	x	0.1	x	7.5
COC(=O)C1=C(C)Nc2ncnn2C1c1ccc(OC(=O)c2ccccc2)cc1 (stereo unspecified)	-11.2	x	x	11.6	-5.9	x	-13.6	3.9
Nc1nc2cc(S(=O)(=O)N3CCOCC3)ccc2o1	-2.4	0.1	3.9	x	-2.4	-0.3	-3.9	-0.4
C/C(CC(=O)Nc1ccc2c(c1)OCCO2)=N\NC(=O)COc1ccc(Cl)c(C)c1	-9.3	0.1	1.7	-8.6	-2.5	x	-21.3	-0.3
O=C(C1CCCO1)N1CCN(C(=S)Nc2ccccc2Cl)CC1 (stereo unspecified)	-6.8	0.3	2.5	x	2.7	x	6.7	-4.3
O=C(NC1CCCCC1)C(c1ccc(C(F)(F)F)cc1)n1c(=O)c(-c2ccccc2)nc2ccccc21 (stereo unspecified)	-1.4	0.1	-8.6	x	-2.8	-0.1	3.5	x
CC(C)CNC(=O)CN(c1ccccc1)S(=O)(=O)c1ccccc1[N+](=O)[O-]	-4.4	0.0	0.6	-0.5	3.7	0.0	5.6	8.6
CCOC(=O)Cc1csc(NC(=O)Nc2ccc(OC(F)(F)F)cc2)n1	-11.3	0.0	-8.0	6.9	0.9	3.2	-12.7	7.8

Exported with values under each structure: entries from further up.
Every second line gives: RAD52 anneal inh	XiGFP reactiv	FN deposit inh	esBAF inh	S100A4 MyoIIA	E-sel inducer	EWS-Fli inh	RAD54 branch
N#CCC(=O)Nc1ccc(C(=O)OCC(=O)Nc2ccc3ccccc3c2)cc1
 : -29.4	0.0	-5.6	30.6	-2.1	x	-7.4	x
O=C(O)CCC(=O)c1ccc2c(c1)CCCC2
 : -5.6	0.0	4.7	-7.5	-4.4	1.4	5.9	5.7
CCn1ncc(Cl)c1C(=O)Nc1cc([N+](=O)[O-])ccc1OC
 : 0.6	-0.1	11.0	-5.6	5.5	x	-2.4	-17.0
COc1cccc(S(=O)(=O)N2CC[C@@H]3[C@H](CO)Nc4ccc(C5=CCCCC5)cc4[C@@H]32)c1
 : -14.6	0.2	13.8	3.6	-2.7	-0.2	-0.9	6.6
C/C(CC(=O)Nc1ccc2c(c1)OCCO2)=N\NC(=O)COc1ccc(Cl)c(C)c1
 : -9.3	0.1	1.7	-8.6	-2.5	x	-21.3	-0.3

The main list resumes; the two compounds before the break are reprinted first.
SMILES	RAD52 anneal inh	XiGFP reactiv	FN deposit inh	esBAF inh	S100A4 MyoIIA	E-sel inducer	EWS-Fli inh	RAD54 branch
CC(C)CNC(=O)CN(c1ccccc1)S(=O)(=O)c1ccccc1[N+](=O)[O-]	-4.4	0.0	0.6	-0.5	3.7	0.0	5.6	8.6
CCOC(=O)Cc1csc(NC(=O)Nc2ccc(OC(F)(F)F)cc2)n1	-11.3	0.0	-8.0	6.9	0.9	3.2	-12.7	7.8
O=C1NC(NS(=O)(=O)c2ccc(Cl)cc2)(C(F)(F)F)C(=O)N1CCc1ccccc1 (stereo unspecified)	-10.6	0.0	-4.4	x	-10.7	4.7	0.4	x
c1ccc(Nc2ccc(-n3ccnc3)nn2)cc1	-9.2	0.0	2.1	2.3	8.5	0.0	-10.4	x
Cc1ccccc1-n1ncc2c1CC(C)(C)CC2NC(=O)CCC1=NNC(=O)CC1 (stereo unspecified)	-6.3	0.1	2.3	-1.2	8.0	x	x	-0.9
COCCNC(=O)C1Cc2cc(S(=O)(=O)N3CCCC3)ccc2N1C(C)=O (stereo unspecified)	-11.3	0.1	-12.4	-4.4	-4.1	x	-2.2	5.4
C=CCN1C=C(C(C)=O)C(=O)CC1	-3.9	-0.2	4.2	-6.2	-1.2	x	10.6	-6.6
CN1C(=O)c2cc(NC(=O)NC3CCCC3)ccc2OC[C@@H]2O[C@@H](CC(=O)O)CC[C@H]21	-9.0	0.2	-10.2	3.5	-6.0	-0.1	0.0	7.3
